FN deposit inh: fibronectin deposition inhibition. hit rate 0.086% among 350,000. inhibition, % at 12.6 µM. AH1F fibroblasts, Alexa488-fibronectin deposition fluorescence, overnight;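 active means mean inhibition across replicates of 30% or more, regardless of how many single replicates reach that level; inconclusive means mean under 30% yet at least half of replicates reach 30%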;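 further: positive control wells lacked labelled fibronectin entirely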
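Assay system: AH1F fibroblasts / Quantity: 10000 cells per well / Medium: DMEM plus 2% serum, read in PBS / Reagent: labelled fibronectin 24 nM / Dosing: single dose, pinned / Times: 1 h cell attachment, overnight exposure to compound and label / Signal: fluorescence, ex 485 nm, em 525 nm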
Statin myotox sup: suppressors of simvastatin-induced myotoxicity in C2C12 myotubes; ATP luminescence, 48 h; scaled: DMSO 0, geranylgeraniol control 100; rescue of ATP level, % at 7.49 µM; hit rate 0.78% among 330,000;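 active means mean ATP rescue above about 67%, or every replicate alone reaching that limit, limit read from the data, passing the limit was not always enough; inconclusive means no clear call, values can overlap the other calls; inactive means mean under the limit and some replicate under it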;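 further: myotubes were challenged with 10 µM simvastatin during compound exposure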
F508del corr: correctors of CFTR F508del function in bronchial epithelial cells; CFBE cells, YFP halide quenching; stimulated with forskolin plus potentiator P3; % fluorescence drop versus neutral controls; activity (quench increase), % at 7.58 µM; hit rate 0.36% among 350,000; AID 720511;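 active means mean added fluorescence quench of at least 8% versus neutral control, with both replicates also reaching 8%; inconclusive means only one of the mean or replicate conditions met; inactive means mean below 8% and not both replicates reaching 8%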;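 further: cells transiently co-express mutant CFTR-F508del with the halide-sensitive YFP; corrector assay measuring rescue of mutant channel to the surface after 24 h compound exposure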
miR-122 sensor: blocks miR-122 activity in Huh7 sensor cells; Huh7 miR-122 Renilla luciferase sensor, 48 h; neutral wells = 0, positive control = 100; hit rate 0.3% among 340,000; activation (reporter increase), % at 12.5 µM;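 active means mean replicate activation score at least 90 and every replicate individually at or above 90; inconclusive means only one of the two criteria met; inactive means neither criterion met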;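 further: higher luciferase means less miR-122 activity so hits act as miR-122 inhibitors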
PglD inh: inhibitors of Campylobacter jejuni PglD acetyltransferase | AID 602405 | inhibition, % at 12.5 µM | purified PglD enzyme, DTNB colorimetric CoA detection | hit rate 0.098% among 360,000; in the data active means inhibition above about 16%, passing the limit was not always enough; inconclusive means no clear call, values can overlap the other calls; further: strong numbers were not always called active
PGC1a acetyl inh: modulators of PGC1a acetylation | inhibition, % at 15.6 µM | AID 651687 | hit rate 0.17% among 350,000 | U2OS PGC1a acetylation, AlphaScreen anti-acetyl-lysine; with virally co-expressed GCN5 acetyltransferase;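 active means every replicate shows inhibition of at least 40%; inconclusive means mean inhibition at least 40% but some replicate below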;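 further: 0% = neutral control wells and 100% = positive control wells; some results beyond the cut were filed as inactive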
INS-1E GSIS act: GLuc luminescence reporter in INS-1E cells, primary screen for activators of glucose-dependent secretion of insulin; INS-1E GLuc reporter insulin secretion, 2-3 h; activation, % at 16.6 µM; hit rate 0.61% among 370,000; AID 743287;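 active means lowest replicate activation of at least 40%, so every replicate reaches that level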;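 further: 0% = median of neutral control wells and 100% = median of IBMX positive control wells; some compounds called inactive have numbers as strong as hits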
Cneo AK release: Cryptococcus neoformans lysis via adenylate kinase release; C. neoformans lysis, adenylate kinase release luminescence, 4 h; normalised: neutral wells 0, clomiphene wells 100; lysis activity, % at 15 µM; AID 651654; hit rate 0.2% among 360,000;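 active means mean lysis activity across replicates of at least 80%, whatever share of replicates individually reach that level; inactive means mean lysis activity below 80%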
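Material: C. neoformans cells | Amount: Yeast cell density of 5 × 10^6 cells/mL | Medium: Fresh YPD growth medium | Dosing: Single dose | Times: Static 4 h at 37 °C with compound, 1 h detection | Detection: AK luminescence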
An asterisk follows results filed as active; ? = inconclusive; · = not tested or not shown; [ ] = remark or other dose.

Start of the listing, in advance:
Results follow in this order: FN deposit inh	Statin myotox sup	F508del corr	miR-122 sensor	PglD inh	PGC1a acetyl inh	INS-1E GSIS act	Cneo AK release
CO[C@@H]1CN(C)C(=O)c2cc(NC(=O)C3CCCCC3)ccc2OC[C@H](C)N(C)C[C@H]1C
→ ·	-1	-2.2	-4[16.7 µM]	1	·	-4	-1
COC(=O)c1[nH]c2c(c1C)C(=O)CC(c1cc(OC)c(OC)c(OC)c1)C2 (stereo unspecified)
→ -8	-13	0.8	-4	5	-7	-13	4

The list itself, previewed entries included:
Results follow in this order: FN deposit inh	Statin myotox sup	F508del corr	miR-122 sensor	PglD inh	PGC1a acetyl inh	INS-1E GSIS act	Cneo AK release
CO[C@@H]1CN(C)C(=O)c2cc(NC(=O)C3CCCCC3)ccc2OC[C@H](C)N(C)C[C@H]1C
→ ·	-1	-2.2	-4[16.7 µM]	1	·	-4	-1
COC(=O)c1[nH]c2c(c1C)C(=O)CC(c1cc(OC)c(OC)c(OC)c1)C2 (stereo unspecified)
→ -8	-13	0.8	-4	5	-7	-13	4
COc1ccc(/C=N/Nc2nc(-c3ccc(C)cc3)c(NC(C)=O)s2)cc1OC
→ 0	·	-1.5	·	·	0	0	·
CO[C@H]1CC[C@H]2CCN(C)C(=O)C[C@@H](c3ccccc3)CN(C)C(=O)c3cc(C#N)ccc3OC[C@H]1O2
→ -8	0	·	·	-1	·	1	4
O=C(CCC(=O)N(CC(=O)NC1CCCCC1)CC1CCCO1)Nc1nccs1 (stereo unspecified)
→ 0	·	-0.8	·	·	11	6	·
CCc1cccc(CC)c1NC(=O)/C(C#N)=C/c1ccccc1C(F)(F)F
→ 8	·	·	-2	-1	-27	0	-7
Cc1ccccc1-c1cc2nc(NCc3ccncc3)n(C)c(=O)c2s1
→ 6	-17	-1.3	1	2	·	0	1
COc1cccc(NC(=O)N2CCCC2C(=O)Nc2cc(C)ccc2OC)c1 (stereo unspecified)
→ -6	32	2.1	·	1	·	2	-6
CC=Cc1ccc2n(c1=O)C[C@H]1[C@H](CO)[C@@H](C(=O)NCC3CC3)[C@@H]2N1Cc1ccncc1 (mixture of isomers)
→ ·	7	·	·	-1	·	4	1
c1ccc2scnc2c1
→ ·	3	-0.5	-4	2	6	2	4
O=C(COc1ccc([N+](=O)[O-])cc1)NCCC1=CCCCC1
→ ·	·	·	18	9	·	-13	1
CC(C)Cc1nnc(NC(=O)Nc2ccccc2)s1
→ 3	0	0.2	-2	2	-5	8	-2
CCCn1c(NCc2ccco2)nc2c1c(=O)n(C)c(=O)n2C
→ ·	15	·	-7	0	-6	·	6
Cc1cc(Br)c(OCc2ccc(C(=O)N/N=C/c3ccc[nH]3)cc2)c(Br)c1
→ 1	-118	-4.5	-22	1	87*	0	2
O=C(C[C@@H]1C[C@H]2c3cc(NC(=O)Nc4ccccc4)ccc3O[C@H]2[C@@H](CO)O1)NCc1ccccn1
→ 7	3	0.8	2[16.7 µM]	1	2	-2	2
CCN(CC)c1nc(OC)nc(-n2nnc(C(C)=O)c2C)n1
→ ·	18	·	·	-6	·	53	1
CC(=O)NCCc1ccc(C(=O)CSc2nnc(C3CC3)n2C2CC2)cc1
→ 20	-14	2.0	-4	4	17	12	-5
COc1nc(C#N)c(N2CCOCC2)o1
→ -2	?	·	2	-4	17	2	0
C/C(=N\NC(=O)c1cccc(S(=O)(=O)N2CCCC2)c1)c1ccco1
→ 3	·	-2.2	-4	·	·	7	·
O=C(NCc1ccccc1)c1cc(C2CCCCN2C(=O)OCCF)on1 (stereo unspecified)
→ 8	-5	-0.1	-2	-1	12	-5	0
CCC(=O)N1C[C@H](C)[C@@H](OC)CN(C)C(=O)c2cc(NS(=O)(=O)CC)ccc2OC[C@@H]1C
→ 1	9	-2.0	5[16.7 µM]	1	1	1	1
Cc1ccc(NC(=S)NC(=O)c2ccc(-c3ccccc3)cc2)cc1
→ ·	-11	·	3	-1	0	-5	-1
Cc1ccc(O)c(N=Nc2ccccc2)n1
→ -5	1	0.2	-4	5	·	-2	-1
COc1ccc(CN2CC(C(=O)NC3CCCCC3)CC2=O)cc1 (stereo unspecified)
→ -1	-4	-2.6	-8	-1	-10	38	0
CCOc1ccc(N=Nc2cc(C(C)C)ccc2O)cc1
→ 6	-13	·	-3	-3	7	-8	-1
CCn1nc(NC(C)=O)c2cc3cccc(C)c3nc21
→ 3	3	4.5	9	-7	0	14	0
C=CCNC(=S)N1CCN(c2cccc(C(F)(F)F)c2)CC1
→ -7	-59	-3.5	0	-2	-1	-51	-2
C[C@H]1CN([C@@H](C)CO)C(=O)CCCn2nncc2CO[C@@H]1CN(C)C(=O)Nc1ccccc1C(F)(F)F
→ -2	3	-1.8	-2[16.7 µM]	0	0	-2	37
CCCNC(=O)N(C)C[C@@H]1Oc2cc(C#CCN(C)C)ccc2S(=O)(=O)N([C@H](C)CO)C[C@H]1C
→ -14	7	1.3	-1[16.7 µM]	2	3	10	-1
COc1ccccc1CNC(=O)COc1ccc(S(=O)(=O)N2CCCC2)cc1
→ 4	-1	-0.2	·	3	·	-13	0
COc1ccc(NC(=O)Cn2nc(C(=O)O)c3ccccc3c2=O)cc1S(=O)(=O)N1CCCCC1
→ 1	1	-4.9	-1	-1	-8	·	0
C[C@H](CO)N1C[C@H](C)[C@H](CN(C)Cc2ccc(Oc3ccccc3)cc2)Oc2ccc(NC(=O)NC3CCCCC3)cc2CC1=O
→ -6	-42	-2.9	6[16.7 µM]	0	-4	-12	0
COC(=O)Cc1cc(=O)n2c(nc3ccccc32)[nH]1
→ -2	3	-1.1	-11	0	-6	9	5
Cc1cc(C(=O)NN=C2CCCCCCC2)c2ccccc2n1
→ 3	3	-0.3	·	-3	0	8	-1
O=C(Nc1ccc(N2CCOCC2)cc1)c1ccc2ncsc2c1
→ 7	3	1.6	0	0	·	6	-2
COCCn1c(C)cc(C(=O)CSc2nc3ccccc3c(=O)n2Cc2ccco2)c1C
→ 8	-26	-3.4	-3	3	15	15	1
CC1CCC(NC(=O)c2cc3c(s2)CS(=O)(=O)C3)CC1 (stereo unspecified)
→ ·	49	0.7	-5	5	-4	6	-2
COc1ccc(S(=O)(=O)Nc2ccc3c(c2)CC(=O)N([C@H](C)CO)C[C@@H](C)[C@@H](CN(C)Cc2ccc(C(=O)Nc4ccccc4N)cc2)O3)cc1
→ -1	27	0.3	-2[16.7 µM]	·	-12	-5	·
CCS(=O)(=O)Nc1ccc2c(c1)C(=O)N(C)[C@H]1CC[C@@H](CC(=O)Nc3ccccc3)O[C@@H]1CO2
→ -2	-2	-0.5	2[16.7 µM]	0	-2	7	0
COC(=O)[C@@H]1C[C@@]2(O)[C@@H](O)[C@@H](O)[C@@H](O)C[C@H]2N1Cc1cc(OC)cc(OC)c1
→ 10	4	-6.6	·	-1	·	18	-1
O=C(O)c1ccc(-n2nc(C(F)(F)F)c3c2-c2ccoc2CC3)cc1
→ 7	-2	·	-8	4	-18	·	5
C[C@@H]1CN([C@H](C)CO)C(=O)c2cc(C3=CCCCC3)cnc2O[C@H]1CN(C)Cc1cccc(F)c1
→ 3	·	-2.3	16[16.7 µM]	-5	-25	-5	0
O=C(N[C@@H]1CC[C@H](CCn2cc(C3(O)CCCC3)nn2)O[C@@H]1CO)C1CCCC1
→ 3	-5	0.9	3[16.7 µM]	-2	10	1	-1
COc1ccc(CN(Cc2ccncc2)C(=O)CCC(=O)O)cc1
→ ·	-2	·	·	-3	0	8	2
COCC(C)NC(=O)c1ccc(-n2nc(C(F)(F)F)cc2-c2cccs2)cc1 (stereo unspecified)
→ ·	7	·	-4	0	3	-22	5
COc1ccccc1-c1cn(CC[C@H]2CC[C@@H](NC(=O)Cc3ccccn3)[C@H](CO)O2)nn1
→ -9	-1	-0.5	·	-3	-7	-4	-3
CCOC(=O)CCc1c(C)nc2c(c(C)nn2C(C)(C)C)c1C
→ ·	6	-3.3	-3	0	-24	1	-1
CCN1C(=NCCc2cccnc2)N[C@@H](c2ccccc2)[C@H](C(=O)OC)[C@H]1C
→ ·	0	·	0	-2	·	·	2
CCc1[nH]c(=O)c(C#N)c2c1COC(C)(C)C2
→ ·	2	·	-3	2	4	·	4
COc1cc(/C=C/[N+](=O)[O-])ccc1OC(=O)c1cc2ccccc2oc1=O
→ -6	-2	-1.0	-8	-1	-3	·	-1
Cc1ccc(-n2c(C)cc3c2CC(C)(C)CC3=O)cc1C
→ ·	·	·	-9	-4	-3	·	-4
CCOc1ccc(C2C(C(=O)c3ccc(C)o3)=C(O)C(=O)N2CCN2CCOCC2)cc1OC (stereo unspecified)
→ 0	6	·	-3	5	2	·	3
C[C@H]1CN([C@@H](C)CO)C(=O)Cc2cc(NC(=O)CCN3CCOCC3)ccc2O[C@H]1CN(C)CC1CC1
→ ·	-28	-5.1	0[16.7 µM]	2	-1	18	20
Cc1cc(=O)nc2c3ccccc3n(C(C)C(=O)NCCN3CCOCC3)n12 (stereo unspecified)
→ -3	-18	-0.3	-3	1	-5	11	-1
Cc1ccc(S(=O)(=O)N2CCCCC2)cc1
→ -7	0	0.0	3	2	·	14	-3
COc1ccc(C(CC(=O)N2CCCC2)c2c(OC)cc(OC)c3ccc(=O)oc23)cc1 (stereo unspecified)
→ 6	44	1.2	0	-3	-4	0	-2
O=C(C[C@@H]1CC[C@H]2[C@@H](COC[C@H](O)CN2S(=O)(=O)c2ccc(F)cc2)O1)N[C@@H]1CCN(Cc2ccccc2)C1
→ -15	0	2.8	-4[16.7 µM]	0	-7	12	2
C[C@@H]1CN([C@H](C)CO)C(=O)c2cc(NC(=O)C3CCCCC3)ccc2O[C@@H]1CN(C)S(=O)(=O)c1ccc(Cl)cc1
→ ·	-18	-1.4	21[16.7 µM]	-1	17	-25	-5
Fc1cccc(/C=N/Nc2ccc(Cl)nn2)c1
→ -2	-6	1.0	·	-2	·	14	-1
CCOC(=O)C1(C)CCCCN1C(=O)c1ccc(F)c(C)c1 (stereo unspecified)
→ -4	8	-7.2	-4	6	6	6	-6

Assay outcomes as filed in PubChem BioAssay.
